# RXFP1 ag = qHTS Assay for Agonists of the Relaxin Receptor RXFP1 | Relaxin receptor 1 (Homo sapiens), Q9HBX9 | HEK293T-RXFP1 cAMP TR-FRET, 30 min; response scale: percent of porcine relaxin response, buffer zero | Potency, µM (titrated, usually from 57.5 µM), inactives show at the highest dose activation, usual class: activators | 370,000 tested, 0.3% active; active means well fitted activation curve with a large enough effect; inconclusive means small, poorly fitted or top-dose-only effect; further: potency means the concentration at half of the fitted maximal effect; on the % scale 0 is the no-effect control and ±100 the full control effect; nearly all actives have a fitted effect of over 60% in size; many of its hits are not listed in these tables
#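 HEK293T cells stably expressing RXFP1 were pretreated with the PDE4 inhibitor Ro 20174, exposed to compounds for 30 min at 37C, lysed, and cAMP was read by TR-FRET. Data normalized to buffer (basal) and 29 nM porcine relaxin (100%).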
# RXFP1 antag = qHTS Assay for Antagonists of the Relaxin Receptor RXFP1; Relaxin receptor 1 (Homo sapiens), Q9HBX9; HEK293-RXFP1, relaxin-stimulated cAMP HTRF, 30 min; hits give low values; activity change, negative = inhibition, % at 57.5 µM; 350,000 tested, 0.59% active; AID 1259400, 2018;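 active means activity change of -60% or lower, but not beyond a set lower limit; inconclusive means change between -60% and -40%, or beyond the set limit; inactive means change above -40%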; further: on the % scale 0 is the no-effect control and ±100 the full control effect
# D1 ag = Allosteric Agonists of the Human D1 Dopamine Receptor: qHTS; D(1A) dopamine receptor (Homo sapiens), P21728; HEK293 T-REx D1 cells, calcium flux, agonist mode; activation, % at 2 µM; 360,000 tested, 1% active; AID 504660, 2011; in the data active means activation above about 30%; further: 0% is about no effect
# Target sequence (P21728 whole entry, looked up): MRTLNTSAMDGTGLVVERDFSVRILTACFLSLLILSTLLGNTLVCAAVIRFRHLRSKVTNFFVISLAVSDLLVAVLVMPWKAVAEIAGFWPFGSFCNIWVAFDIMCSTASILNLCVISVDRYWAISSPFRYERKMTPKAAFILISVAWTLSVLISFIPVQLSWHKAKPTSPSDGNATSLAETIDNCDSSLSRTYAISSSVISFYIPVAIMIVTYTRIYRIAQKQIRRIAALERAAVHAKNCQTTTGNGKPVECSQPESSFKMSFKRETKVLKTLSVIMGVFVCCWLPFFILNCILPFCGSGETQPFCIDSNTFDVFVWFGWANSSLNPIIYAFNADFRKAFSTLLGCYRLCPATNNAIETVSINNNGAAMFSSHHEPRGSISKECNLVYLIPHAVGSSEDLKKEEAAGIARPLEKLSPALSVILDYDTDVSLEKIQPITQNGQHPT
#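 Inducible HEK293 T-REx D1 cells, force-coupled to calcium signalling, were plated at 4000 cells/well with tetracycline and held overnight at 30 C. After no-wash calcium dye loading, compound-evoked calcium rise over 180 s flagged agonists.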
# D2 antag = HTS Assay for Allosteric Antagonists of the Human D2 Dopamine Receptor: Primary Screen for Antagonists. D(2) dopamine receptor (Homo sapiens), P14416. HEK293 TREx D2 cells, calcium flux, dopamine EC80. inhibition, % at 10 µM. 340,000 tested, 2% active; in the data active means inhibition above about 30%; further: 0% is about no effect
# Target sequence (P14416 whole entry, looked up): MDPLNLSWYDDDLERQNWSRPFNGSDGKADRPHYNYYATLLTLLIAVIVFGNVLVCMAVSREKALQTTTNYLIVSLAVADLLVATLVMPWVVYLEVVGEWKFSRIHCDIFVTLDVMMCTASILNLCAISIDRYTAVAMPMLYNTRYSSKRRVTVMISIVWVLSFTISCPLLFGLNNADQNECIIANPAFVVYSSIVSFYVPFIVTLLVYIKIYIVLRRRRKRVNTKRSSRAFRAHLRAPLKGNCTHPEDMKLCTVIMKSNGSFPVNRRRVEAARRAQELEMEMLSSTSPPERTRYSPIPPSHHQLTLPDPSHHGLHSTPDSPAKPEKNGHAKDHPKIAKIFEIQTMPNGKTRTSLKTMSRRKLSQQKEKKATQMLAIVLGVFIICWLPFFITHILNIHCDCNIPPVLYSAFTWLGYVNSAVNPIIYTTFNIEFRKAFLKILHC
#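 In this primary screen, negative modulation is detected by tracking calcium flux after an EC80 dopamine challenge in inducible HEK293 T-REx D2 cells preexposed to test compound for 180 s.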
# TRHR PAM = qHTS for Small Molecule Agonists and Allosteric Enhancers of Human TRH Receptor: Primary Screen for Enhancers; Thyrotropin-releasing hormone receptor (Homo sapiens), P34981; enhancement, % at 2 µM; TRHR cells, fluo-8 calcium fluorescence, EC20 TRH enhancement; AID 493056, 2011; 360,000 tested, 0.66% active; in the data active means enhancement above about 30%; further: 0% is about no effect
#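 Enhancer read-out: after compound pinning and an initial kinetic agonist-mode read, an EC20 of TRH (10 nM final) was injected and fluo-8 calcium signal (Ex 480/Em 530) followed at 1 s/cycle for 100 cycles in TRHR-expressing cells.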
# D1 antag = Antagonist of Human D 1 Dopamine Receptor: qHTS | AID 504652, 2011 | HEK293 TREx D1 cells, calcium flux, dopamine EC80; hits give low values | activity change, negative = inhibition, % at 10 µM | 360,000 tested, 3.2% active | D(1A) dopamine receptor (Homo sapiens), P21728; in the data active means activity change below about -30%; further: on the % scale 0 is the no-effect control and ±100 the full control effect
#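 After overnight tetracycline induction at 30 C, force-coupled D1 HEK293 cells took up a no-wash calcium dye at room temperature. Compounds were added and monitored 180 s, and the response to EC80 dopamine was then recorded.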
# D2 agonist = HTS Assay for Allosteric Agonists of the Human D2 Dopamine Receptor: Primary Screen for Agonists; 340,000 tested, 0.53% active; AID 485358, 2010; activation, % at 2 µM; HEK293 T-REx D2 cells, calcium flux agonist mode;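 active means activation over 3 SD above normal in the single-dose calcium agonist read, cut at about 30% in these data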; further: 0% is about no effect
#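 HEK293 Trex D2 cells, tetracycline-induced, o/n 30 C 5% CO2; no-wash Ca dye, RT 30–90 min; 10-cycle baseline, 23 nl cpd added, kinetic Ca read 180 s; agonist hits = positive Ca response.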
# D1 potentiator = Potentiators of Human D1 Dopamine Receptor: qHTS | D(1A) dopamine receptor (Homo sapiens), P21728 | HEK293 TREx D1 cells, calcium flux, dopamine EC20 potentiation | potentiation, % at 10 µM | 360,000 tested, 0.036% active; in the data active means potentiation above about 30%; further: 0% is about no effect
# D2 potentiator = HTS Assay for Positive Allosteric Modulators of the Human D2 Dopamine Receptor: Primary Screen for Potentiators; HEK293 T-REx D2, calcium flux, EC20 dopamine potentiation; 340,000 tested, 0.34% active; potentiation, % at 10 µM;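 active means potentiation over 3 SD above the plate norm, cut at about 30% in these data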; further: 0% is about no effect
#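 Tetracycline-induced HEK293 T-REx cells force-coupled to calcium signalling expressed D2; compounds were pin-added after a 10 s baseline, read kinetically 180 s, then an EC20 dopamine challenge followed with a further 180 s calcium read.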
# * = called active by the depositor; ? = inconclusive; nt = not tested or not shown. These rows are one share of the data. The share of hits here may be higher or lower than overall.
# Start of the data: the first 14 records, ahead of the listing:
SMILES,RXFP1 ag,RXFP1 antag,D1 ag,D2 antag,TRHR PAM,D1 antag,D2 agonist,D1 potentiator,D2 potentiator
CCN(c1ccccc1)S(=O)(=O)c1cc2c(cc1C)n(C)c(=O)c(=O)n2C,9.5%,-16,0,2,-4,24,-0.2,-6,-7
O=C(CSc1nnc(NC(=O)c2ccccc2F)s1)Nc1ccccc1F,-0.9%,3,5,36*,8,-2,0.3,0,-9
Cc1ccc(S(=O)(=O)N(C)C)cc1NC(=O)COC(=O)c1n[nH]c(=O)c2ccccc12,15%,-5,-4,52*,13,9,-0.5,-3,-21
CC(C)c1ccc(S(=O)(=O)N2CCN(CC(=O)Nc3ccc(Cl)cc3F)CC2)cc1,-1.7%,-2,6,25,-1,-1,0.9,-3,-6
CCCc1nc(SCC(=O)N2CCC(C)CC2)c2c(=O)n(C)c(=O)n(C)c2n1,4.4%,-36,-1,-9,-2,2,0.1,1,9
CCc1c(C)c(C#N)c2nc3ccccc3n2c1N(C)C,0.7%,-11,-2,-5,-4,-5,0.2,-2,2
Cc1cc(C)nc(/N=C(\N)Nc2ccc(CC(=O)OC(C)C)cc2)n1,0.7%,-29,24,59*,-8,-50*,33*,3,-9
COc1ccc(C(=O)n2nc(-c3ccc(Cl)cc3)nc2N)cc1OC,2.3%,11,4,8,2,7,0.2,-4,5
CCOc1cccc(-c2nnc3sc(COc4ccc(C)cc4)nn23)c1,0.4%,-3,2,1,-7,3,0.5,1,13
Cc1ccc(C(=O)NC(=S)NNS(=O)(=O)c2ccc(C)cc2)cc1,1.0%,-25,-1,-9,5,13,-0.5,-5,-5
CC(C)(C)NC(=O)Cn1c(SCC(N)=O)nc2ccccc21,0.3%,-7,2,-4,6,-4,0.9,-5,-2
CNC(=S)Nc1ccc2nc(C)c(C)nc2c1,-0.7%,-1,3,-10,0,7,0.0,-10,15
CCOC(=O)C1(CCOc2ccccc2)CCN(Cc2ccc(OCCO)cc2)CC1,0.4%,5,13,1,5,-6,1.1,-4,-13
CCOC(=O)N1CCC(Nc2c(NCCCN3CCN(C4CCCCC4)CC3)c(=O)c2=O)CC1,-1.2%,3,3,-3,1,-43*,-0.2,-7,2

# The list itself (from the top)
SMILES,RXFP1 ag,RXFP1 antag,D1 ag,D2 antag,TRHR PAM,D1 antag,D2 agonist,D1 potentiator,D2 potentiator
CCN(c1ccccc1)S(=O)(=O)c1cc2c(cc1C)n(C)c(=O)c(=O)n2C,9.5%,-16,0,2,-4,24,-0.2,-6,-7
O=C(CSc1nnc(NC(=O)c2ccccc2F)s1)Nc1ccccc1F,-0.9%,3,5,36*,8,-2,0.3,0,-9
Cc1ccc(S(=O)(=O)N(C)C)cc1NC(=O)COC(=O)c1n[nH]c(=O)c2ccccc12,15%,-5,-4,52*,13,9,-0.5,-3,-21
CC(C)c1ccc(S(=O)(=O)N2CCN(CC(=O)Nc3ccc(Cl)cc3F)CC2)cc1,-1.7%,-2,6,25,-1,-1,0.9,-3,-6
CCCc1nc(SCC(=O)N2CCC(C)CC2)c2c(=O)n(C)c(=O)n(C)c2n1,4.4%,-36,-1,-9,-2,2,0.1,1,9
CCc1c(C)c(C#N)c2nc3ccccc3n2c1N(C)C,0.7%,-11,-2,-5,-4,-5,0.2,-2,2
Cc1cc(C)nc(/N=C(\N)Nc2ccc(CC(=O)OC(C)C)cc2)n1,0.7%,-29,24,59*,-8,-50*,33*,3,-9
COc1ccc(C(=O)n2nc(-c3ccc(Cl)cc3)nc2N)cc1OC,2.3%,11,4,8,2,7,0.2,-4,5
CCOc1cccc(-c2nnc3sc(COc4ccc(C)cc4)nn23)c1,0.4%,-3,2,1,-7,3,0.5,1,13
Cc1ccc(C(=O)NC(=S)NNS(=O)(=O)c2ccc(C)cc2)cc1,1.0%,-25,-1,-9,5,13,-0.5,-5,-5
CC(C)(C)NC(=O)Cn1c(SCC(N)=O)nc2ccccc21,0.3%,-7,2,-4,6,-4,0.9,-5,-2
CNC(=S)Nc1ccc2nc(C)c(C)nc2c1,-0.7%,-1,3,-10,0,7,0.0,-10,15
CCOC(=O)C1(CCOc2ccccc2)CCN(Cc2ccc(OCCO)cc2)CC1,0.4%,5,13,1,5,-6,1.1,-4,-13
CCOC(=O)N1CCC(Nc2c(NCCCN3CCN(C4CCCCC4)CC3)c(=O)c2=O)CC1,-1.2%,3,3,-3,1,-43*,-0.2,-7,2
CC(=O)c1nccs1,2.4%,nt,1,-5,-3,nt,-0.1,-3,-6
COc1ccc(C(=O)O)cc1S(=O)(=O)N1CCN(c2ccccn2)CC1,2.9%,-8,3,-1,12,0,-1.5,-2,-3
COc1ccc(CCC(C)N2CCc3ccccc3C2)cc1 (configuration not stated),3.8%,1,2,55*,4,19,0.2,-5,-18
O=C(Nc1ccc(O)c2c(=O)cc(-c3ccccc3Cl)oc12)c1cccc(Cl)c1,1.6%,nt,-3,23,1,23,0.1,3,1
Cc1c(/C=N/Nc2ccc(C(=O)O)cc2)c2ccccc2n1C,-2.3%,2,0,-2,-4,-12,0.1,17,3
CCN1CCN(CCCNC(=O)c2cc3cc4ccc(OC)cc4nc3o2)CC1,7.8%,0,0,-3,1,-5,-0.4,-8,4
COC(=O)c1cc(S(=O)(=O)N2CCOCC2)c(N2CCOCC2)cc1N1CCOCC1,-0.4%,0,3,-12,4,-1,0.2,1,7
NC(=O)/C(N=Nc1ccccc1)=N/Nc1ccccc1,0.4%,nt,1,-7,-2,-55*,1.1,-13,-11
O=C(CSc1ccccn1)Nc1ccc2c(c1)OCCO2,-3.1%,-3,1,4,-4,-4,-0.5,-6,-13
CC(C(=O)NCC1CCCO1)c1ccc([N+](=O)[O-])cc1 (configuration not stated),2.6%,13,4,16,-8,3,0.1,-3,8
O=C(NCCNC1CCN(Cc2ccccc2)CC1)c1cccs1,1.9%,nt,3,nt,3,4,nt,-2,nt
CC(C)CC(=O)Nc1ccc(S(=O)(=O)Nc2nccs2)cc1,-1.6%,6,2,-11,-2,11,0.0,-4,-13
Cc1ccc(CNC(=O)C2CCC(=O)N(C3CC3)C2)cc1 (configuration not stated),0.7%,6,2,8,9,17,1.6,-5,-2
Cc1ccc(NC(=S)Nc2cccc3cnccc23)cc1C,2.8%,-10,2,4,17,-7,-0.3,-11,-2
Cc1cc(C)c(CSc2nnc(C)n3c2cc2occc23)c(C)c1,27%,-26,0,nt,-8,14,0.2,3,1
CCCCCCCCCCCCC(=O)CCCCC(=O)O,-0.1%,3,-3,-3,13,-7,-0.3,3,2
O=S(=O)(c1ccc(OC(F)(F)F)cc1)N1CCC(O)(c2cccc(C(F)(F)F)c2)CC1,5.2%,-14,34*,1,3,-5,6.4,-6,-8
CC1CCCN(S(=O)(=O)c2cnc[nH]2)C1 (configuration not stated),1.8%,11,2,nt,9,6,nt,2,3
CCOC(=O)C(C)NC(=O)CCc1nnc2ccc(N3CCC(C)CC3)nn12 (configuration not stated),12%,-4,3,2,0,9,-3.3,6,8
COc1ccc(CN2CCN(C(C)C(=O)NC(C)c3ccc(F)cc3)CC2)cc1F (configuration not stated),0.1%,1,5,10,16,-2,-0.7,2,20
O=C(NCc1ccc2c(c1)OCO2)c1ccc(-c2ccc(Cl)cc2)o1,1.4%,-19,2,5,7,-13,0.5,-1,1
O=C(Nc1ccc(N2CCN(c3ccc(C(F)(F)F)cn3)CC2)nc1)c1cccs1,6.4%,-6,3,5,-3,-3,0.1,-5,-4
CC(=O)c1ccc(NC(=O)CSc2nc(=O)n3cccc(C)c3n2)cc1,10%,-2,-1,-11,16,8,0.4,2,-6
Cn1c(=O)c(C(=O)CSc2nncs2)c(N)n(Cc2ccccc2)c1=O,2.4%,-16,1,3,-5,9,-0.1,-6,-4
O=C(c1ccc2c(c1)N(Cc1ccc(Cl)cc1)C(=O)c1ccccc1S2(=O)=O)N1CCN(c2ccccn2)CC1,1.1%,nt,1,nt,-3,3,0.7,1,-3
CCc1nnc(NC(=O)C2Cc3ccccc3CN2S(=O)(=O)c2c(C)c(C)cc(C)c2C)s1 (configuration not stated),0.9%,7,2,7,16,5,0.8,-1,7
COc1ccc(CCNC(=O)c2cc(-c3ccccn3)nc3c(Cl)cccc23)cc1OC,?,-16,-2,-3,-2,nt,-1.2,-1,11
COc1ccccc1CC1S/C(=N/N=C/c2ccco2)NC1=O (configuration not stated),-0.3%,6,0,-5,3,2,0.7,1,0
CCCc1cc(=O)oc2cc(C)cc(OC(C)C(=O)NCc3ccncc3)c12 (configuration not stated),2.5%,0,-1,9,3,-7,-0.7,-6,7
COc1ccc(N2CCN(C(=O)COC(=O)CCc3ccccc3OC)CC2)cc1,0.7%,12,-2,4,-18,10,-0.1,-1,-4
O=C(CNC(=O)c1ccco1)NCC(=O)OCc1c(F)cccc1Cl,4.1%,-2,0,-2,-5,-12,0.9,-2,13
Cc1cccc(-n2c3nc(=O)n(C)c(=O)c-3cc3c(Cl)cccc32)c1C,0.3%,nt,0,nt,0,1,-0.2,1,9
COc1ccc(CNC(=O)c2ccc3c(c2)NC(=O)C(CS(=O)(=O)Cc2ccccc2Cl)N3)cc1 (configuration not stated),2.9%,nt,3,nt,-1,-4,0.5,0,-7
COCCn1c(SCC(=O)c2c(N)n(C3CC3)c(=O)[nH]c2=O)nnc1-c1cccc(C)c1,-0.6%,0,2,nt,-5,6,nt,-10,nt
Cc1ccc(O)c(Nc2c3ccccc3nc3ccccc23)c1,-0.1%,0,19,nt,-1,-4,nt,-5,nt
Cc1sc(NC(=O)C2=COCCO2)c(C(N)=O)c1C,-2.3%,-17,1,3,-4,-15,0.2,-4,1
CC(C)Oc1ccc(CCC(=O)NNC(=O)c2ccccc2C(=O)O)cc1,-2.4%,6,3,-2,-15,-10,-0.8,-8,12

# Assay outcomes from PubChem.
